Source: PubChem BioAssay (NCI)
Growth percent in the NCI-60 one-dose screen (48 h, 10 µM unless noted): 100 = growth as untreated, 0 = no growth, -100 = all killed.
NCI-H226: NCI-H226 lung cancer. 79,000 tested, 3.5% active. AID 1794732
COLO 205: COLO 205 colon cancer; 79,000 tested, 7.3% active
KM12: KM12 colon cancer cells; 82,000 tested, 5% active
NCI/ADR-RES: NCI/ADR-RES ovarian cells | 81,000 tested, 4.4% active | AID 1794790
IGROV1: IGROV1 ovarian cancer; 79,000 tested, 4.7% active; AID 1794786
NCI-H522: NCI-H522 lung cancer. 78,000 tested, 8% active. AID 1794739
NCI-H23: NCI-H23 lung cancer; AID 1794731; 80,000 tested, 4% active
NCI-H322M: NCI-H322M lung cancer | 80,000 tested, 2.7% active
NCI-H460: NCI-H460 lung cancer; 82,000 tested, 6.8% active; AID 1794736
Active calls of the source: *; & = joins results of further samples. Rule for the calls: active = growth percent below 10; inactive = the rest. Rows are unselected. Share with any hit: about 12%.

Results for Clc1ccc(OCCSCCOc2ccc(Cl)cc2)cc1 ?
NCI-H226: 101; COLO 205: 103; KM12: 97; NCI/ADR-RES: 115; IGROV1: 113; NCI-H522: 99; NCI-H23: 110; NCI-H322M: 114; NCI-H460: 109

What do the screens show for `COc1ccc(N=Nc2ccc(OC)cc2)cc1`?
NCI-H226: 89; COLO 205: 109; KM12: 62; NCI/ADR-RES: 92; IGROV1: 80; NCI-H522: 49; NCI-H23: 88; NCI-H460: 101

What do the screens show for `CCC1(C)NC(=O)NC1=O` (stereo not drawn)?
NCI-H226: 110; COLO 205: 107; KM12: 108; NCI/ADR-RES: 107; IGROV1: 111; NCI-H522: 104; NCI-H23: 104; NCI-H322M: 104; NCI-H460: 109

How did O=C1C(c2c(O)[nH]c3ncccc23)=Nc2ccccc21 do in these assays?
NCI-H226: 89; COLO 205: 83; KM12: 70; NCI/ADR-RES: 83; IGROV1: -41*; NCI-H522: 76; NCI-H23: 76; NCI-H322M: 80; NCI-H460: 48

Results for O=C(O)CCC(NC(=O)c1ccccc1C(=O)O)C(=O)O (stereo not drawn) ?
NCI-H226: 94; COLO 205: 121; KM12: 120; NCI/ADR-RES: 111; IGROV1: 121; NCI-H522: 104; NCI-H460: 108

How did CC(C)(C)C1CC=CCC1 (stereo not drawn) do in these assays?
NCI-H226: 108; COLO 205: 109; KM12: 104; NCI/ADR-RES: 102; IGROV1: 111; NCI-H522: 93; NCI-H23: 99; NCI-H322M: 112; NCI-H460: 107

How did Cc1c(-c2cnccn2)ssc1=S do in these assays?
NCI-H226: 90; COLO 205: 103; KM12: 113; NCI/ADR-RES: 102; IGROV1: 96; NCI-H23: 98; NCI-H460: 100

What do the screens show for `CN1CCn2c(c(Sc3ccc(C(=O)NO)cc3)c3ccccc32)C1=O`?
NCI-H226: -8.3*; COLO 205: 1.6*; KM12: -51*; NCI/ADR-RES: 64; IGROV1: -44*; NCI-H522: -97*; NCI-H322M: 53; NCI-H460: 20

How did COc1cc2ncnc(Nc3ccc(S(=O)(=O)Nc4nccs4)cc3)c2cc1OCCCN1CCOCC1 do in these assays?
NCI-H226: 100; COLO 205: 103; KM12: 101; NCI/ADR-RES: 102; IGROV1: 106; NCI-H522: 89; NCI-H23: 104; NCI-H322M: 102; NCI-H460: 105

Results for CCSC(=O)n1ccc(=O)[nH]c1=O ?
NCI-H226: 100; COLO 205: 113; KM12: 99; NCI/ADR-RES: 100; IGROV1: 102; NCI-H522: 88; NCI-H23: 96; NCI-H322M: 128; NCI-H460: 115

What do the screens show for `CCNC(=O)C(C)O` (stereo not drawn)?
COLO 205: 96; KM12: 100; NCI/ADR-RES: 99; IGROV1: 103; NCI-H522: 101; NCI-H23: 103; NCI-H322M: 107; NCI-H460: 101

What do the screens show for `Cc1ccc(-c2nn(-c3ccccc3)cc2/C=C2/CCc3ccccc3C2=O)cc1`?
NCI-H226: 89; COLO 205: 115; KM12: 98; NCI/ADR-RES: 97; IGROV1: 86; NCI-H522: 78; NCI-H23: 96; NCI-H322M: 100; NCI-H460: 101

Results for Cc1cc(/C=C\c2ccc3ccccc3[n+]2C)c(O)c2ncccc12 ?
NCI-H226: -36*; COLO 205: 9.6*; KM12: 14; NCI/ADR-RES: 32; IGROV1: -1.3*; NCI-H522: 32; NCI-H23: -5.0*; NCI-H322M: 8.7*; NCI-H460: 4.5*

Results for Nc1nc(-c2cc(-c3cccc([N+](=O)[O-])c3Cl)nc(N)n2)cc(-c2cccc([N+](=O)[O-])c2Cl)n1 ?
NCI-H226: 97; COLO 205: 114; KM12: 104; NCI/ADR-RES: 105; IGROV1: 109; NCI-H522: 99; NCI-H23: 101; NCI-H322M: 108; NCI-H460: 106

What do the screens show for `C=C(C)[C@@H]1CC=C2c3sc(-c4ccc(C(F)(F)F)cc4)nc3C[C@@H](C)[C@]2(C)C1`?
NCI-H226: 92; COLO 205: 108; KM12: 99; NCI/ADR-RES: 102; IGROV1: 96; NCI-H522: 83; NCI-H23: 86; NCI-H322M: 101; NCI-H460: 102

How did CC(C)(C)[C@H](OCc1cn([C@H]2C[C@@H](O)[C@@H](CO)O2)c(=O)[nH]c1=O)c1ccc(C#Cc2ccccc2)cc1[N+](=O)[O-] do in these assays?
NCI-H226: 99; COLO 205: 79; KM12: 85; NCI/ADR-RES: 87; IGROV1: 88; NCI-H522: 45; NCI-H23: 90; NCI-H322M: 48; NCI-H460: 10

What do the screens show for `CCOC(=O)C(NC(=O)C(Cl)Cl)C(O)c1ccccc1` (stereo not drawn)?
NCI-H226: 93; COLO 205: 126; KM12: 110; NCI/ADR-RES: 108; IGROV1: 78; NCI-H522: 122; NCI-H23: 102; NCI-H322M: 105; NCI-H460: 102

Results for NS(=O)(=O)c1ccc(CCn2c(SCC(=O)N/N=C/c3ccccc3Cl)nc3ccccc3c2=O)cc1 ?
NCI-H226: 75; COLO 205: 77; KM12: 44; NCI/ADR-RES: 73; IGROV1: 63; NCI-H522: 32; NCI-H23: 63; NCI-H322M: 92; NCI-H460: 49

How did C(=C\c1nnc(-c2cc(-c3ccccc3)n[nH]2)o1)/c1ccc2c(c1)OCO2 do in these assays?
NCI-H226: 100; COLO 205: 101; KM12: 101; NCI/ADR-RES: 101; IGROV1: 117; NCI-H522: 93; NCI-H23: 93; NCI-H322M: 106; NCI-H460: 111

What do the screens show for `O=C(C[C@]1(O)C(=O)Nc2ccc(Br)cc21)c1ccco1`?
NCI-H226: 93; COLO 205: 106; KM12: 101; NCI/ADR-RES: 100; IGROV1: 93; NCI-H522: 88; NCI-H23: 97; NCI-H322M: 94; NCI-H460: 105

Already shown: 4 of the compounds above.
What do the screens show for `CCOC(=O)C(NC(=O)C(Cl)Cl)C(O)c1ccccc1` (stereo not drawn)?
NCI-H226: 93; COLO 205: 126; KM12: 110; NCI/ADR-RES: 108; IGROV1: 78; NCI-H522: 122; NCI-H23: 102; NCI-H322M: 105; NCI-H460: 102

Results for NS(=O)(=O)c1ccc(CCn2c(SCC(=O)N/N=C/c3ccccc3Cl)nc3ccccc3c2=O)cc1 ?
NCI-H226: 75; COLO 205: 77; KM12: 44; NCI/ADR-RES: 73; IGROV1: 63; NCI-H522: 32; NCI-H23: 63; NCI-H322M: 92; NCI-H460: 49

How did C(=C\c1nnc(-c2cc(-c3ccccc3)n[nH]2)o1)/c1ccc2c(c1)OCO2 do in these assays?
NCI-H226: 100; COLO 205: 101; KM12: 101; NCI/ADR-RES: 101; IGROV1: 117; NCI-H522: 93; NCI-H23: 93; NCI-H322M: 106; NCI-H460: 111

What do the screens show for `O=C(C[C@]1(O)C(=O)Nc2ccc(Br)cc21)c1ccco1`?
NCI-H226: 93; COLO 205: 106; KM12: 101; NCI/ADR-RES: 100; IGROV1: 93; NCI-H522: 88; NCI-H23: 97; NCI-H322M: 94; NCI-H460: 105

(cont.)
What do the screens show for `COc1c2c(cc3c1c(=O)c1ccccc1n3C)OCO2`?
NCI-H226: 97; COLO 205: 96; KM12: 95; NCI/ADR-RES: 100; IGROV1: 98; NCI-H23: 102; NCI-H322M: 99; NCI-H460: 101

How did Brc1ccc2[nH]c3ccc(Br)cc3c2c1 do in these assays?
NCI-H226: 99; COLO 205: 102; KM12: 82; NCI/ADR-RES: 99; IGROV1: 95; NCI-H23: 91; NCI-H322M: 90; NCI-H460: 105

How did O=C(NC(=S)Nc1cccc(O)c1)c1ccco1 do in these assays?
NCI-H226: 108; COLO 205: 143; KM12: 118; NCI/ADR-RES: 101; NCI-H522: 94; NCI-H23: 94; NCI-H322M: 112; NCI-H460: 109

Results for Nc1ccc(Nc2nccc(-c3ccc(Cl)cc3)n2)cc1 ?
NCI-H226: 87; COLO 205: 105; KM12: 87; NCI/ADR-RES: 106; IGROV1: 86; NCI-H522: 85; NCI-H23: 89; NCI-H322M: 90; NCI-H460: 84

How did CC[C@H](c1ccc(F)cc1)[C@@H](CC)c1ccc(F)cc1 do in these assays?
NCI-H226: 121; COLO 205: 122; KM12: 107; NCI/ADR-RES: 100; IGROV1: 78; NCI-H522: 79; NCI-H23: 93; NCI-H322M: 122; NCI-H460: 117

What do the screens show for `COc1ccc2nc3cc(Cl)ccc3c(Nc3cc(C(C)C)c(O)cc3C)c2c1`?
NCI-H226: 80; COLO 205: 16; KM12: 8.4*; NCI/ADR-RES: 38; NCI-H522: -20*; NCI-H23: 40; NCI-H322M: 51; NCI-H460: 35

How did Cc1nc2sc(-c3nc4ccccc4[nH]3)c(N)c2c(C)c1Br do in these assays?
NCI-H226: 75; COLO 205: 93; KM12: 84; NCI/ADR-RES: 97; IGROV1: 77; NCI-H522: 84; NCI-H23: 84; NCI-H322M: 96; NCI-H460: 88

What do the screens show for `N#CC(c1ccccc1)[N+](=O)[O-]` (stereo not drawn)?
NCI-H226: 95; COLO 205: 98; KM12: 115; NCI/ADR-RES: 102; IGROV1: 101; NCI-H522: 86; NCI-H23: 96; NCI-H322M: 104; NCI-H460: 105

How did C=CCCC(C)(C(=O)OCC)C(=O)OCC do in these assays?
NCI-H226: 105; COLO 205: 111; KM12: 103; NCI/ADR-RES: 103; IGROV1: 106; NCI-H522: 103; NCI-H23: 107; NCI-H322M: 108; NCI-H460: 115

What do the screens show for `CCC(C)CCC(O)C(C)CO` (stereo not drawn)?
NCI-H226: 86; COLO 205: 95; KM12: 107; NCI/ADR-RES: 100; IGROV1: 108; NCI-H522: 85; NCI-H23: 98; NCI-H322M: 101; NCI-H460: 105

What do the screens show for `COc1cc(-c2noc(CSc3nc4ccccc4s3)n2)cc(OC)c1OC`?
NCI-H226: 93; COLO 205: 102; KM12: 100; NCI/ADR-RES: 87; IGROV1: 83; NCI-H522: 85; NCI-H23: 95; NCI-H322M: 98; NCI-H460: 104

Results for Cc1ccc2nc(-c3ccccc3)cc(-c3nn4c(-c5ccccc5)nnc4s3)c2c1 ?
NCI-H226: 92; COLO 205: 100; KM12: 101; NCI/ADR-RES: 97; IGROV1: 101; NCI-H522: 98; NCI-H23: 91; NCI-H322M: 98; NCI-H460: 66

What do the screens show for `N#CC1c2ccccc2C=CN1S(=O)(=O)c1ccccc1` (stereo not drawn)?
NCI-H226: 99; COLO 205: 119; KM12: 111; NCI/ADR-RES: 101; IGROV1: 112; NCI-H522: 108; NCI-H23: 106; NCI-H322M: 108; NCI-H460: 104

What do the screens show for `O=S(=O)(Oc1ccc(-c2cn3ccsc3n2)cc1)c1ccc(F)cc1`?
NCI-H226: 91; COLO 205: 105; KM12: 100; NCI/ADR-RES: 103; IGROV1: 111; NCI-H522: 94; NCI-H23: 97; NCI-H322M: 103; NCI-H460: 104

How did O=c1cc(-c2ccccc2)oc2cc(OCc3cn(Cc4ccc([N+](=O)[O-])cc4)nn3)cc(O)c12 do in these assays?
NCI-H226: 75; COLO 205: 102; KM12: 101; NCI/ADR-RES: 78; IGROV1: 79; NCI-H522: 88; NCI-H23: 87; NCI-H322M: 93; NCI-H460: 99

How did COc1ccc(/C=C/C=C\C(=O)c2ccc(N3CCN(C)CC3)cc2)cc1 do in these assays?
NCI-H226: 92; COLO 205: 89; KM12: 95; NCI/ADR-RES: 92; IGROV1: 71; NCI-H522: 89; NCI-H23: 77; NCI-H322M: 90; NCI-H460: 77

How did CCO/C=N/C1=C(C#N)C(c2ccc(Cl)cc2)c2sc3c(CC)cccc3c2O1 (stereo not drawn) do in these assays?
NCI-H226: 55; COLO 205: 14; KM12: 15; NCI/ADR-RES: 15; IGROV1: 23; NCI-H522: 7.7*; NCI-H23: 22; NCI-H322M: 43; NCI-H460: 9.2*

Results for C=C(C)COP(=O)(OCC(=C)C)OCC(=C)C ?
NCI-H226: 95; COLO 205: 108; KM12: 104; NCI/ADR-RES: 92; IGROV1: 108; NCI-H522: 78; NCI-H23: 91; NCI-H322M: 102; NCI-H460: 107

Results for CCOC(=O)c1ccc(NC(C)=O)cc1 ?
NCI-H226: 99&101; COLO 205: 102&116; KM12: 108&114; NCI/ADR-RES: 95&112; IGROV1: 109&107; NCI-H522: 103; NCI-H23: 95&99; NCI-H322M: 100&97; NCI-H460: 102&107

What do the screens show for `Nc1nc(-c2cccc([N+](=O)[O-])c2)c(N=Nc2ccc(Cl)cc2[N+](=O)[O-])s1`?
NCI-H226: 105; COLO 205: 104; KM12: 90; NCI/ADR-RES: 99; IGROV1: 89; NCI-H522: 84; NCI-H23: 94; NCI-H322M: 94; NCI-H460: 93

What do the screens show for `CCCCCCCCCCC(C)O` (stereo not drawn)?
NCI-H226: 112; COLO 205: 107; KM12: 105; NCI/ADR-RES: 109; IGROV1: 110; NCI-H522: 91; NCI-H23: 103; NCI-H322M: 107; NCI-H460: 103
